GPR35 antagonists – GPR35 antagonists blocking zaprinast-driven arrestin recruitment, primary screen, imaging, U2OS, beta-arrestin-GFP, zaprinast agonist (AID 2058). inhibition, % at 10 µM; hits with a dose series show IC50 in µM. U2OS GPR35 beta-arrestin-GFP translocation imaging, zaprinast antagonism; higher % means a stronger effect. 290,000 compounds, 0.052% hits;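 active means inhibition of at least 50% with at least 30 cells and total cytoplasm GFP at most 10,000,000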
MgcRacGAP inhibition – MgcRacGAP GTPase-activating activity inhibitors, confirmation, biochemical, ADP Hunter fluorescence; Rac GTPase-activating protein 1 (Homo sapiens); MgcRacGAP-stimulated Rac1 GTP hydrolysis, ADP Hunter fluorescence; higher % means a stronger effect; GST-tagged Rac1 F28L mutant substrate; inhibition, % at 30 µM; hits with a dose series show IC50 in µM; 340,000 compounds, 0.6% hits; AID 624330, 2012;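 active means first-screen hits whose inhibition reached a set limit at any dose in the follow-up dose series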;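 further: fluorescence reports GDP produced by GAP-driven GTP hydrolysis; strong numbers were not always called active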
KOR beta-arrestin-1 – KOR antagonists, beta-arrestin recruitment, cell-based, luminescence, uHTS (AID 1778). Kappa-type opioid receptor (Homo sapiens). KOR beta-arrestin recruitment, luminescence, antagonist mode; higher % means a stronger effect. inhibition, % at 10 µM, or IC50 in µM where a hit was titrated. 290,000 compounds, 0.091% hits; in the data active means inhibition above about 50%; further: strong numbers were not always called active
GPR55 activation – GPR55 agonists via beta-arrestin recruitment, primary screen, imaging, U2OS cells, beta-arrestin-GFP redistribution (AID 1961). activation, % at 10 µM; hits with a dose series show EC50 in µM. U2OS GPR55 beta-arrestin-GFP redistribution imaging; higher % means a stronger effect. 290,000 compounds, 0.048% hits. G-protein coupled receptor 55 (Homo sapiens);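 active means activation above 40% with more than 50 cells counted in the well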;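 further: U2OS osteosarcoma cells stably expressing GPR55 and beta-arrestin-GFP; plate controls were DMSO negative control for no effect and LPI positive control for full effect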
UTI89 phage lysis – inhibition of K1F phage lysis, E. coli UTI89, bacterial capsule biogenesis inhibitors, alamar blue (AID 488966). inhibition, % at 100 µM; hits with a dose series show IC50 in µM. 340,000 compounds, 0.02% hits. E. coli UTI89 K1F phage lysis, alamar blue, 2 h; higher % means a stronger effect;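 active means phage lysis inhibition, versus mean bacterial control, above a set limit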;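 further: capsule biogenesis inhibitors block K1F phage lysis so surviving cells raise fluorescence; higher fluorescence means more inhibition of phage lysis; actives were called in the ten point dose series up to 300 µM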
KOR beta-arrestin-2 – KOR agonists, beta-arrestin recruitment, primary screen, cell-based, luminescence, uHTS (AID 1777); KOR beta-arrestin recruitment, luminescence; higher % means a stronger effect; Kappa-type opioid receptor (Homo sapiens); 280,000 compounds, 0.02% hits; activation, % at 10 µM; hits with a dose series show EC50 in µM; in the data active means activation above about 50%, passing the limit was not always enough; further: a part of the inactive calls stands beside numbers as strong as those of hits
NTR1 ag – agonists of NTR1, primary screen, imaging, U2OS cells, beta-arrestin-GFP, high content (AID 493036) | NTR1-U2OS beta-arrestin-GFP spot imaging, agonist mode | activation, % at 20 µM | 330,000 compounds, 0.17% hits;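 active means activation at or above 40% of the spot to cytoplasm intensity ratio, with at least 20 cells analyzed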;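 further: 0% = DMSO without peptide and 100% = 100 nM NTR1 peptide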
Target sequence (P30989 whole entry, looked up): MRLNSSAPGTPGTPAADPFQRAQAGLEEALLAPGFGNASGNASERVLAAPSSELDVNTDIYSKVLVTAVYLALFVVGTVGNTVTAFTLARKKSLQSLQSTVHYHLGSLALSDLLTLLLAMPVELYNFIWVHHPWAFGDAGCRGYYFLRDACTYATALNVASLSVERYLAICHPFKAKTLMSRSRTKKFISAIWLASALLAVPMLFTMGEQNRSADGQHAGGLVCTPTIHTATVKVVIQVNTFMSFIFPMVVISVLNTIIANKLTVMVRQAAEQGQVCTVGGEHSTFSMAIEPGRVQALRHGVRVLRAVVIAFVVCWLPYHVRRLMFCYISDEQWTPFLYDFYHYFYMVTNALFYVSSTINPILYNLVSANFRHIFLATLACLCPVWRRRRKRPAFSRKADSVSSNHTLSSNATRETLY
GPR55 antagonists – GPR55 antagonists blocking LPI-driven arrestin recruitment, primary screen, imaging, U2OS, beta-arrestin-GFP, LPI agonist (AID 2013) | inhibition, % at 10 µM; hits with a dose series show IC50 in µM | G-protein coupled receptor 55 (Homo sapiens) | 290,000 compounds, 0.13% hits | U2OS GPR55 beta-arrestin-GFP translocation imaging, LPI antagonism; higher % means a stronger effect;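 active means spots per cell inhibited over 60%, with over 100 cells counted and total cytoplasm intensity under 500,000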;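 further: U2OS cells stably carrying GPR55 and arrestin-GFP stimulated by 5 µM LPI near EC80; imaged beta-arrestin-GFP aggregate spots per cell after agonist stimulation; plate controls were LPI-stimulated DMSO wells for no effect and DMSO wells without LPI for full effect; some results filed as inactive read as strong as hits; confirmed hits need IC50 under 10 µM and bright autofluorescent wells are also inconclusive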
NOD1 inhibition – NOD1 signaling inhibitors, primary screen, cell-based, luminescence, uHTS (AID 1578); NOD1-driven NF-kB luciferase reporter cells, luminescence; higher % means a stronger effect; 290,000 compounds, 1% hits; inhibition, % at 4 µM, or EC50 in µM where a hit was titrated; in the data active means inhibition mostly above about 36%, no sharp cut-off; inactive means mostly below about 34%;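 further: HEK-293T reporter cells stimulated with the NOD1 agonist gamma-tri-DAP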
NTR1 ag cell count 20 µM – second read-out of NTR1 ag, no call of its own (marks repeat the call); cell count; measured here: cell count, cytotoxicity flag
* = called active by the depositor; nt = no result given; [ ] = remark or other dose. A portion of the library; the hit share may differ from the screen's.

SMILES | GPR35 antagonists | MgcRacGAP inhibition | KOR beta-arrestin-1 | GPR55 activation | UTI89 phage lysis | KOR beta-arrestin-2 | NTR1 ag | NTR1 ag cell count 20 µM | GPR55 antagonists | NOD1 inhibition
Cc1ccc(/C=C2\SC(N3CCCC3)=NC2=O)cc1 | -6% | nt | -35%[20 µM] | 0.1% | nt | 0.6% | 2.7 | 55 | -1% | -29%
N#Cc1ccccc1OCC(=O)OCC(=O)N1CCN(C(=O)c2ccco2)CC1 | -3% | 3% | -24% | 0.3% | -1.1% | 0.4% | 2.3 | 41 | 1% | -18%
N#C/C(=C\c1sc(N2CCOCC2)nc1-c1ccccc1)C(=O)Nc1cccc2ccccc12 | 8% | nt | 15% | -0.2% | nt | 1.1% | nt | nt | 16% | -44%
COc1ccc2cc(S(=O)(=O)NCc3cccnc3)ccc2c1 | -2% | 4% | -6% | 0.0% | 0.2% | 0.6% | -1.0 | 41 | -2% | 28%
CN1CCN(C(=S)c2ccc(Br)cc2)CC1 | 33% | 20% | -25% | -0.2% | 0.0% | -4.6% | 2.4 | 69 | 5% | -10%
CCCCOc1ccc(/C=C/C(=O)NC2=Nc3ccccc3NC(C)=C2C(=O)OCC)cc1OC | 5% | 12% | -16% | -0.3% | 0.1% | -0.6% | 0.5 | 83 | 3% | -27%
O=C(O)CCCC(=O)Nc1ccc(Oc2ncnc3cc(Cl)ccc23)nc1 | -3% | 4% | 3% | 0.2% | -0.6% | 5.8% | 2.1 | 48 | -2% | -11%
COCCN1Cc2cccc(C(=O)NCC3CCN(CC(C)C)C3)c2C1=O (stereo not drawn) | -6% | 0% | -15% | 0.1% | 3.0% | -0.4% | 2.6 | 73 | -4% | -14%
O=C(Nc1ccc(F)cc1)C(=O)c1cn(CC(=O)N2CCOCC2)c2ccccc12 | 19% | 11% | -13% | 0.3% | 0.4% | -2.0% | 0.6 | 59 | -2% | -24%
O=C(COc1cc(Cl)c(Cl)cc1Cl)Nc1ccc([N+](=O)[O-])cc1Cl | 8% | 6% | 8% | 0.1% | 0.2% | -1.9% | -0.7 | 90 | -3% | -4%
Cc1ccc(-n2nc3c(c2NC(=O)c2cccs2)CS(=O)(=O)C3)cc1C | 13% | -4% | 39% | 0.0% | 0.2% | -5.9% | 0.1 | 50 | -16% | 25%
O=C(NCc1ccncc1)C1CCN(S(=O)(=O)Cc2ccccc2)CC1 | 11% | 3% | -1% | 0.0% | 0.5%[50 µM] | 6.8% | -0.5 | 61 | -10% | -1%
Cc1nc2ccc(NC(=O)C(F)(F)F)cc2o1 | 6% | 3% | -16% | 1.0% | 1.0% | -2.7% | 0.6 | 88 | 18% | -15%
C=CCNC(=S)NCc1cccnc1 | -7% | 1% | -4% | -0.1% | 4.3% | 1.1% | 0.5 | 61 | -12% | -12%
COc1ccc(C2C=C(c3cccs3)Nc3nc(CCCO)nn32)cc1 (stereo not drawn) | 18% | nt | 0% | -0.3% | nt | -4.2% | nt | nt | -7% | nt
COC(=O)c1ccc(/C=N/NC(=O)C(=O)NCc2ccccc2)cc1 | -9% | -5% | -55% | -0.8% | 0.3% | 1.1% | 1.2 | 35 | 6% | -15%
C/C(=N\O)c1ccc(N2C(=O)C3CC=C(Cl)CC3C2=O)cc1 (stereo not drawn) | -10% | 8% | 27% | -0.1% | 0.2% | -5.0% | 0.7 | 87 | -6% | -31%
CC(=O)c1ccc(OCc2cc([N+](=O)[O-])cc3c2OCOC3)cc1 | -16% | 17% | -27% | 0.1% | 0.3% | -0.6% | 2.9 | 54 | 4% | -25%
Cc1cccc(/C=N/NC(=O)c2cc(Br)ccc2OCc2ccccc2)n1 | -6% | 4% | -97% | -0.1% | -0.1% | -4.8% | 0.9 | 45 | 12% | 30%
CC(Sc1nnc(-c2cccnc2)n1-c1ccccc1F)C(=O)N1CCCc2ccccc21 (stereo not drawn) | 10% | nt | -6% | -0.3% | nt | -1.8% | 0.0 | 47 | 5% | -22%
CC1(C)Cc2cccc(C(=O)Nc3ccc(Cl)cc3)c2O1 | 6% | 10% | 9% | 0.2% | -0.1% | -1.5% | 2.6 | 56 | 4% | -11%
CCN(CC)CC(=O)N(CC(=O)Nc1c(C)cc(C)cc1C)C1CCCCC1 | 12% | 4% | -10% | -0.1% | 0.4% | 5.9% | -0.9 | 85 | 9% | 2%
Cc1ccc(C2=CSC3=NCCN23)c(C)c1 | -13% | 21% | -17% | -0.3% | -0.1% | 1.4% | -0.5 | 34 | 3% | 0%
COc1ccc(C2=NN(C(C)=O)CC2c2cccc([N+](=O)[O-])c2)cc1 (stereo not drawn) | -10% | 11% | 17% | -0.2% | 0.4% | -1.4% | 0.0 | 58 | 16% | -21%
CC1(C)c2ccccc2N2CCC(=O)NC21/C=C/c1ccco1 (stereo not drawn) | -12% | -1% | nt | -0.2% | 0.1% | nt | 0.1 | 55 | 15% | -8%

Other compounds:
SMILES | GPR35 antagonists | MgcRacGAP inhibition | KOR beta-arrestin-1 | GPR55 activation | UTI89 phage lysis | KOR beta-arrestin-2 | NTR1 ag | NTR1 ag cell count 20 µM | GPR55 antagonists | NOD1 inhibition
CCN=C1S/C(=C\c2cn(CC)c3ccccc23)C(=O)N1CC | -13% | 9% | -8% | -0.3% | 0.2% | -1.3% | 13 | 77 | 2% | 2%
COc1ccc(CCn2c(C)cc(C(=O)CSc3nc(N)cc(=O)[nH]3)c2C)cc1 | 12% | 5% | -5% | 0.0% | -0.9% | -2.2% | 1.9 | 54 | 4% | 49%
COc1ccc(Cn2c(C3CC3)nc3ccc(NC(=O)c4cccnc4)cc3c2=O)cc1 | -4% | 8% | 7% | 0.0% | -0.5% | -1.9% | 0.6 | 34 | -10% | 3%
Cc1cc(Nc2ccc3c(c2)OCCO3)c2ccccc2n1 | -1% | 8% | -46% | -0.4% | 2.5%[50 µM] | 2.6% | 2.3 | 60 | -14% | 20%
COc1ccc(NC(=O)C23CC4CC(C2)CC(n2cnc(Br)n2)(C4)C3)c(C)c1 | 0% | 3% | 0% | 0.0% | 3.0% | -0.8% | 3.3 | 62 | 5% | 9%
COc1ccc(-c2nn(-c3ccccc3)cc2/C=C/C(=O)OCC(=O)Nc2ccccc2C#N)cc1 | 4% | 12% | -76%[20 µM] | -0.1% | 0.3% | -3.0% | 15 | 73 | -4% | -20%
N#CCSc1nc2ccccc2c(=O)n1CCCC(=O)NCC1CCCO1 (stereo not drawn) | 7% | 6% | 19% | -0.1% | 1.6% | -2.5% | 2.4 | 59 | -6% | -31%
Cc1ccc(-n2ncc3c(=O)n(CC(=O)NCc4ccco4)cnc32)cc1 | -7% | 5% | -14% | -0.3% | 0.2% | -3.7% | -0.8 | 71 | 2% | -11%
O=C(c1cccc(OC2CCN(Cc3ccc(F)cc3Cl)CC2)c1)N1CCCC1 | 5% | 6% | 10% | 0.0% | 2.9%[50 µM] | 2.0% | 1.9 | 68 | 19% | -18%
O=C(O)c1cccc(NC(=S)N/N=C/c2cccnc2)c1 | 6% | 5% | 26% | 0.3% | 0.1% | -6.4% | -1.0 | 74 | 22% | -15%
CCn1cc(C(=O)NNC(=O)c2ccc(Cl)cc2)c(=O)c2ccc(C)nc21 | 10% | 6% | 34% | 0.2% | 4.9% | -7.2% | 1.3 | 51 | 6% | -2%
CCN1C(=O)C2C(C1=O)N1C(c3cccs3)C3C(=O)N(CC)C(=O)C3N1C2c1cccs1 (stereo not drawn) | 5% | 11% | -13% | -0.1% | 2.2% | 4.3% | -1.2 | 37 | 0% | nt
COc1ccc(-c2noc(-c3ccccc3C(=O)Nc3cccnc3)n2)cc1OC | 14% | 12% | -14% | -0.1% | 2.2%[50 µM] | -2.1% | 4.1 | 54 | -3% | 21%
Cc1[nH]c2ccccc2c1C(=O)C(=O)NCCCc1ccccc1 | 1% | 11% | 29% | -0.1% | 0.4% | 1.2% | 2.1 | 61 | -3% | 16%
Cc1cc(C)cc(SCc2noc(C(=O)NC(C)C)c2C(=O)O)c1 | 8% | 9% | -2% | -0.1% | 0.1% | 0.8% | -0.8 | 88 | -9% | -27%
CCc1nn2cc(-c3ccccc3)nc2s1 | 1% | 4% | 17% | -0.1% | 2.7% | -1.0% | -0.5 | 102 | -3% | -26%
CSc1nc(-c2ccco2)nn1C(=O)CCc1ccccc1 | -8% | 14% | -28% | 0.2% | 0.5% | 7.7% | 0.3 | 78 | 22% | 0%
c1ccc(CCNc2ncnc3scc(C4COc5ccccc5O4)c23)cc1 (stereo not drawn) | 20% | -3% | -24% | -0.1% | -0.4% | nt | 21 | 82 | 3.6µM* | 60%
S=C(NC1CCCCC1)N1CCOCCOCCN(C(=S)NC2CCCCC2)CCOCC1 | -2% | nt | -6% | -0.1% | nt | 1.6% | 2.0 | 48 | 16% | -9%
COc1ccc2sc3ccccc3c(=O)c2c1 | 31% | 5% | 4% | -0.1% | 4.2% | 0.4% | -4.7 | 84 | -11% | -32%
Cc1cccc(Nc2nnc(SCC(=O)Nc3ccc(C(=O)O)cc3)s2)c1 | 11% | 12% | 22% | -1.1% | 0.5% | 2.9% | 0.6 | 77 | -4% | -37%
COc1ccc(-c2nc(N)n[nH]2)cc1 | -1% | 8% | 3% | 0.3% | 0.2% | -3.4% | -1.6 | 44 | 5% | -53%
O=C(Nc1ccc(F)cc1)Nc1ccc(Cl)cn1 | 11% | 8% | 17% | -0.1% | 2.1% | -4.1% | -0.1 | 75 | -7% | -13%
O=C(NNC1=NS(=O)(=O)c2ccccc21)c1ccccc1 | 2% | 3% | 19% | -0.1% | -0.1% | 4.6% | -0.1 | 59 | 11% | -9%
CC(C)c1cc(C(=O)N/N=C/C(Br)=C/c2ccccc2)n[nH]1 | 9% | -1% | -33% | 0.3% | 0.8% | -0.9% | -0.5 | 63 | -7% | -3%
Cc1nnc(NC(=O)CCCN2C(=O)c3ccccc3C2=O)s1 | 6% | 1% | 30% | -0.1% | -0.1% | -5.0% | 0.2 | 58 | 6% | -2%
Cc1cc(C)n(-c2cc(N3CCN(S(=O)(=O)c4ccc(C)c(C)c4)CC3)ccc2[N+](=O)[O-])n1 | 0% | 8% | -7% | 0.9% | 0.1% | 1.2% | 0.3 | 42 | 17% | -5%
